DT40 TDP1 no CPT: qHTS for Inhibitors of human tyrosyl-DNA phosphodiesterase 1 (TDP1): qHTS in cells in absence of CPT; DT40 Tdp1-/- hTDP1 cells, no CPT, ATP luminescence, 48 h; Potency, µM (doses to about 46.2 µM), without a hit: at the highest dose activity change, negative = growth inhibition, usual class: inhibitors; 420,000 tested, 15% active; AID 686978, 2013; note: nearly all actives have a fitted effect of over 55% in size
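Chicken DT40 Tdp1-/- cells stably complemented with human TDP1 were seeded at 400 cells/well with DMSO in place of 20 nM camptothecin. After compound pinning, cells grew at least 48 hr at 37 °C; viability read by CellTiter-Glo luminescence.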
KAT2A inh: GCN5L2 (KAT2A) acetyltransferase inhibition; Potency, µM (series often up to 58.9 µM), inactives show at the top dose activity change, negative = inhibition, actives largely listed as inhibitors; Q92830; GCN5L2 HAT assay, ThioGlo1 CoA-SH fluorescence; 390,000 tested, 0.21% active; AID 504327
Target sequence (Q92830 whole entry, looked up): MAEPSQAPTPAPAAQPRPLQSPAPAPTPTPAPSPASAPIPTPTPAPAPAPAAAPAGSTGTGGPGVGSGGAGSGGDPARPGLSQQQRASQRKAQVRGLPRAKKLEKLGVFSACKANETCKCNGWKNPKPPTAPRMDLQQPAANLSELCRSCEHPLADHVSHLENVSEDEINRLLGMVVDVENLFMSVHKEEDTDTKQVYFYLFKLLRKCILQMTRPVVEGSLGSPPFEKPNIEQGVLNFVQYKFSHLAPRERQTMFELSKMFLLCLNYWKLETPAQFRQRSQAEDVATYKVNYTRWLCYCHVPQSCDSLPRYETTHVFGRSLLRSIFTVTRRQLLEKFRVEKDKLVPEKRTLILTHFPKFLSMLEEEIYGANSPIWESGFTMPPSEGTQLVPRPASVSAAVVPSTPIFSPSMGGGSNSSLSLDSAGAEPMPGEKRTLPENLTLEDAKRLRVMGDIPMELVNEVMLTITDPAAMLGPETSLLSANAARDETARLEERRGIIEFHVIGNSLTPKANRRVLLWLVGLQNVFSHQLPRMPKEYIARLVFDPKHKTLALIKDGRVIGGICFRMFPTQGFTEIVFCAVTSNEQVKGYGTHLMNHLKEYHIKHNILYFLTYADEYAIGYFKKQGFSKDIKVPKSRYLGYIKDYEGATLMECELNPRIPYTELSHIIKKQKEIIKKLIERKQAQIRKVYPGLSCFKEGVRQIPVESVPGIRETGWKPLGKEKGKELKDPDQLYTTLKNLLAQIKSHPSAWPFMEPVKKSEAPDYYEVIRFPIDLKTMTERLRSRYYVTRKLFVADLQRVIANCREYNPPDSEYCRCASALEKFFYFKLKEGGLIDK
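GCN5L2 (20 nM) in 50mM HEPES pH 7.5, 0.1mM EDTA, 0.01% Tween-20 preincubated 15 min with compounds at room temperature. Reaction started with H3(1-25) 75uM, acetyl-CoA 70uM, ThioGlo1 50uM; CoA-thiol fluorescence (Ex340/Em540) read at 0 and 20 min.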
TDP1 cell CPT: growth inhibition of DT40 Tdp1-/-;hTDP1 cells with camptothecin (screen for TDP1 inhibitors). chicken DT40 Tdp1-/-;hTDP1 cells + 20 nM CPT, ATP luminescence, 48 h. Potency, µM (doses to about 46.2 µM), for the others: at the highest dose activity change, negative = growth inhibition, usual class: inhibitors. 420,000 tested, 12% active; note: nearly all actives have a fitted effect of over 55% in size
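Chicken DT40 Tdp1-/- cells complemented with human TDP1, 400 cells/well, exposed to compounds plus 20 nM camptothecin for at least 48 h at 37 C; viability read as ATP content by CellTiter-Glo luminescence.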
The depositor's hits bear a star; ? = inconclusive; · = no result given; & = joins results of further samples; [ ] = remark or other dose. Calls come from the whole dose curve; as a rule, active = well fitted curve in the direction sought with a large enough effect; inconclusive = small, poorly fitted or top-dose-only effect, or another doubt; inactive = no such curve, though single readings can be large; an effect the other way counts as inactive or inconclusive. % is set by controls: 0 for no effect and ±100 for the full control effect; potency is the fitted concentration of half-maximal effect. Not a hit list. Share with any hit: about 18%.

SMILES	DT40 TDP1 no CPT	KAT2A inh	TDP1 cell CPT
Cc1ccc(OCC(=O)NCC(=O)Nc2ccc(F)c(F)c2F)c([N+](=O)[O-])n1	4%	-2%	-4%
COc1ccc(C(C)NC(=O)C23CC4CC(CC(C4)C2)C3)cc1 (configuration not stated)	?	0%	?
COc1cc2cnc(-c3ccccc3)c(-c3ccc([N+](=O)[O-])cc3)c2cc1OC	?	-3%	?
COc1ccc(-c2oc3ccc(-c4ccc(OC)nc4)cc3c2C#CC2(O)CCCCC2)cc1	?	-6%	?
COC(C[C@@H]1O[C@H]1[C@H](O)COCc1ccccc1)OC	0%	-7%	-6%
O=C(Nc1nc(-c2cccs2)c(C(=O)C(F)(F)F)s1)c1ccco1	-2%	-8%	-26%
CCn1c(SCc2ccc(OC)cc2)nnc1-c1ccncc1	4%	-1%	-8%
CS(=O)(=O)N1Cc2cc(C(=O)NCC3CC3)nc(-c3cccc(-c4cccnc4)c3)c2[C@H]1CCO	-28%	·	-16%
COC(=O)C1=CO[C@@H](O[C@@H]2O[C@H](CO)[C@@H](O)[C@H](O)[C@H]2O)C2C1CC(O)O[C@H]2C (some centres not stated)	15%	1%	13%
Cc1nn(CCCC(=O)NC2CCC(C)CC2)c(=O)c2nn(-c3ccccc3)c(C)c12 (configuration not stated)	?	-1%	?
CC1CCCCC1NC(=O)COc1ccc(-n2cnnn2)cc1 (configuration not stated)	0%	1%	-1%
CCCCCC(=O)Cc1cc(O)cc(O)c1C(=O)Oc1cc(CC(=O)CCCCC)c(C(=O)O)c(OC)c1	5%	-26%	-8%
O=C(c1cc(=O)[nH]c2ccccc12)N1CCN(c2ccccc2)CC1	-3%	-8%	2%
O=C(Cc1ccccc1)NN=Cc1ccccc1	-21%	·	-13%
Cc1nc(N2CCN(C)CC2)[nH]c(=O)c1Cc1cccc2ccccc12	-16%	3%	?
COc1ccc(CCNC(=O)c2cc(S(=O)(=O)N(C)C)ccc2N2CCCC2)cc1	-23%	-5%	9%
CCC(=O)c1ccc(N2CCN(C(=O)c3cccc(F)c3)CC2)c(F)c1	13µM*	-5%	?
CCN(CC)C(=O)CSc1nsc(SCC(=O)N(CC)CC)c1C#N	0%	3%	-2%
O=c1c2[nH]c3cccc(Cl)c3c2ncn1Cc1ccncc1	?	-1%	2%
CCOCCCn1c(=S)[nH]c2cc(C(=O)N3CCOCC3)ccc2c1=O	8%	-2%	0%
COCC(C)n1c(C)cc(C(=O)COC(=O)CN=C2NS(=O)(=O)c3ccccc32)c1C (configuration not stated)	3%	2%	-6%
O=C(NCc1cccs1)C1CC(=O)N(C2CCCC2)C1 (configuration not stated)	0%	-1%	-1%
COc1ccccc1CCC(=O)OCC(=O)Nc1cccc(S(=O)(=O)N2CCOCC2)c1	-17%	-10%	9%
COc1ccc(S(=O)(=O)N2CCN(c3nc(C)cc(C)n3)CC2)cc1	-5%	-3%	-18%
Cc1ccc(C)c(S(=O)(=O)N2CCCOC2CNC(=O)C(=O)NCc2ccccn2)c1 (configuration not stated)	-6%	-8%	-8%

Carrying on:
SMILES	DT40 TDP1 no CPT	KAT2A inh	TDP1 cell CPT
CC(c1nnc(SCC(=O)N(C)C2CCS(=O)(=O)C2)n1-c1ccccc1)N(C)C (configuration not stated)	-1%	0%	-7%
C=CCc1c(C)nc2c(C(=O)O)cnn2c1C	-8%	-1%	-20%
COc1ccc(C(=O)NCc2nnnn2-c2ccc(C)c(C)c2)cc1	-27%	-18%	?
Cc1cc(N)n2nc(-c3ccccc3)c(-c3ccccc3)c2n1	1.6µM*	2%	1.5µM*
CC(C)NS(=O)(=O)c1ccc(OCC(N)=O)c(Cl)c1	3%	-26%	2%
Cc1ccc(C)c(OCc2cc(C(=O)NC(C)c3cnn(C)c3)no2)c1 (configuration not stated)	-22%	-6%	?
Cc1ccc(OCc2nc(C#N)c(NCc3ccc4c(c3)OCO4)o2)cc1	?	-18%	?
CCC(=O)NC(C)c1nc2ccccc2n1C (configuration not stated)	-7%	-2%	4%
COc1ccc(C(CC(=O)Nc2ncccc2C)N2Cc3ccccc3C2=O)cc1OC (configuration not stated)	-13%&5%	-11%&-1%	-18%&-17%
O=C(CCCn1c(=O)c2ccccc2n(CC(=O)N2CCN(c3ccccc3)CC2)c1=O)NCc1ccco1	-21%	3%	0%
O=C(CC1CC2CCC1C2)OCC(=O)c1c[nH]c2ccccc12 (configuration not stated)	-23%	3%	-26%
CC(C)CC(=O)NC(=S)Nc1ccccc1C(=O)Nc1ccccc1	-6%	4%	-31%
COc1ccc(C)cc1NCc1ccc([N+](=O)[O-])cc1	-24%	-4%	0%
CS(=O)(=O)N(CC(=O)NCCSCc1ccccc1)c1ccc2c(c1)OCO2	-16%	-2%	-3%
CCCCOc1ccc(C(=O)NCCCC(=O)N2CCCCC2)cc1	-15%	-2%	?
Cc1cccc(C2C=C(c3ccc(C)c(C)c3)Nc3nnnn32)c1 (configuration not stated)	2.6µM*	-14%	2.6µM*
COc1ccccc1NC(=S)NCC1CCCO1 (configuration not stated)	-12%	-3%	4%
Cc1sc2ncn(CC(=O)NCc3ccccn3)c(=O)c2c1S(=O)(=O)N1CCOCC1	5%	1%	2%
COc1cc(/C=C/c2ccc3c([N+](=O)[O-])cccc3n2)ccc1OCC(=O)O	-23%	-20%	-28%
O=C(NCc1ccccc1CN1CCCC1)c1ccc(S(=O)(=O)Nc2ccccc2)cc1	13µM*	·	21µM*
O=C(NCCCN1CCOCC1)c1ccc2c(c1)N(Cc1cccc(F)c1)C(=O)c1ccccc1S2	?	2%	?
CCOc1ccccc1NC1=C(Cl)C(=O)N(c2ccccc2)C1=O	-23%	-5%	-19%
Cc1cc(Cl)ccc1OCC(=O)NCCOc1nc(N2CCOCC2)nc(N2CCOCC2)n1	21µM*	-3%	?
CC(C)OC(=O)/C(C#N)=C/c1cn(Cc2ccccc2)c2ccccc12	?	0%	?
O=C(Oc1ccccc1C(=S)N1CCOCC1)c1cccc([N+](=O)[O-])c1	-4%	-9%	14%

Further records:
SMILES	DT40 TDP1 no CPT	KAT2A inh	TDP1 cell CPT
COC(=O)C1=NN(C(=O)c2cccc(Br)c2)C(O)(c2ccc(Cl)cc2)C1 (configuration not stated)	-23%	-8%	-7%
NS(=O)(=O)c1ccc2nc(NC(=O)C3CCCO3)sc2c1 (configuration not stated)	10%	4%	-4%
COc1ccccc1-c1nnc(SCC(=O)NCc2ccco2)n1N	-16%	3%	3%
COc1ccc(CNC(=O)CCC(=O)Nc2nnc(CC(C)C)s2)cc1	-21%	-11%	1%
COc1ccc(C(=O)NCC(c2ccc3c(c2)OCO3)N2CCN(c3ccc(OC)cc3)CC2)cc1 (configuration not stated)	5.8µM*	?	3.3µM*
O=C(NCc1ccc(F)cc1)Nc1nnc([C@H]2C[C@H](O)[C@@H](CO)O2)s1	-2%	·	15%
Cc1cccc(NS(=O)(=O)c2ccc3c(c2)OCC(C(=O)N2CCCC2)O3)c1C (configuration not stated)	?	-4%	?
COc1ccc(CN2CCC(n3cc(C(=O)N4CCCCC4)nn3)CC2)c(OC)c1	-23%	·	2%[9.04 µM]
CN1CCN(c2nc(-c3cccc(C#N)c3)nc3ccccc23)CC1	?	-14%	?
O=C(c1ccc(CS(=O)(=O)Cc2ccccc2)cc1)N1CCCCC1	-16%	?	-25%
COc1ccc(-c2cnc3c(NC(C)=O)cc(-c4cccc(NS(C)(=O)=O)c4)cn23)cc1OC	23µM*	·	21µM*
O=C(CNC(=O)c1ccccc1)Nc1cccc(C(F)(F)F)c1	-10%	45%[activator]	-4%
COc1cc(S(=O)(=O)N2CCN(c3ccccc3)CC2)ccc1F	?	-6%	?
C[C@@H](C(=O)NCc1ccccc1)N1C(=O)C2CC=CCC2C1=O (some centres not stated)	-7%	-9%	3%
CCN1CCCC1CNC(=O)CN1C(=O)COc2ccc(C)cc21 (configuration not stated)	-5%	-4%	0%
CN(Cc1ccccc1)CC(O)COc1ccc(CNCc2cc3ccccc3s2)cc1 (configuration not stated)	29µM*	-3%	?
COc1ccc(N(C(=O)c2snc(C(N)=O)c2N)C(C(=O)NCc2ccccc2)c2ccc(O)cc2)cc1 (configuration not stated)	23µM*	-9%	?
O=C(Nc1ccc(NC(=O)c2ccccc2F)cn1)c1ccco1	?	-2%	?
CC1(C)CC2CC(C)(CN2S(=O)(=O)c2cccc(N)c2)C1 (configuration not stated)	?	-5%	?
Nc1nncn1C(=O)CCc1ccccc1	-2%	0%	-6%
Cc1ccc(-c2n[nH]c3c2C(c2ccc(C(C)(C)C)cc2)NC3=O)cc1 (configuration not stated)	-6%	-15%	-4%
CCCCC(c1nnnn1C1CCCC1)N1CCN(C(=O)c2ccco2)CC1 (configuration not stated)	?	1%	-18%
COc1ccc(NC(=O)/C(C#N)=C/c2cc(C)n(-c3ccc(F)cc3)c2C)cc1	-21%	-6%	-19%
Cc1sc2ccccc2[n+]1CC(=O)O	-7%	5%	-9%
O=C(N/N=C\c1ccc(COc2ccc([N+](=O)[O-])cc2)o1)c1ccc(Cl)cc1	?	-8%	?

A stretch of the results above, as a working copy:
SMILES	DT40 TDP1 no CPT	KAT2A inh	TDP1 cell CPT
Cc1ccc(-c2n[nH]c3c2C(c2ccc(C(C)(C)C)cc2)NC3=O)cc1 (configuration not stated)	-6%	-15%	-4%
CCCCC(c1nnnn1C1CCCC1)N1CCN(C(=O)c2ccco2)CC1 (configuration not stated)	?	1%	-18%
COc1ccc(NC(=O)/C(C#N)=C/c2cc(C)n(-c3ccc(F)cc3)c2C)cc1	-21%	-6%	-19%
Cc1sc2ccccc2[n+]1CC(=O)O	-7%	5%	-9%
O=C(N/N=C\c1ccc(COc2ccc([N+](=O)[O-])cc2)o1)c1ccc(Cl)cc1	?	-8%	?

An excerpt from above in order of count of non-hydrogen atoms, low to high.
SMILES	DT40 TDP1 no CPT	KAT2A inh	TDP1 cell CPT
O=c1c2[nH]c3cccc(Cl)c3c2ncn1Cc1ccncc1	?	-1%	2%
CCCCC(c1nnnn1C1CCCC1)N1CCN(C(=O)c2ccco2)CC1 (configuration not stated)	?	1%	-18%
CC(c1nnc(SCC(=O)N(C)C2CCS(=O)(=O)C2)n1-c1ccccc1)N(C)C (configuration not stated)	-1%	0%	-7%

More entries
SMILES	DT40 TDP1 no CPT	KAT2A inh	TDP1 cell CPT
CCOC(=O)Cc1csc(NC(=O)c2c(-c3c(Cl)cccc3Cl)noc2C)n1	-15%	-4%	-3%
O=C(Nc1cccc(S(=O)(=O)N2CCOCC2)c1)c1ccccc1[N+](=O)[O-]	-21%	-1%	4%
Cc1cc(N2CCC(C)CC2)nc(-n2nc(C)cc2C)n1	2.6µM*	-3%	2.6µM*
CN(C)S(=O)(=O)c1ccc(C(=O)NCc2nnc(SCC(=O)N3CCCC3)o2)cc1	-4%	-24%	-3%
Nc1cc(-c2ccccc2)nn1Cc1ccccc1	?	-10%	-9%
CC1(C)Cc2cccc(OCC(=O)NCc3ccccc3F)c2O1	-1%	-2%	4%
CCN(CC)CCCNc1nc2cc(OC)c(OC)cc2c2nc(-c3cccnc3)nn12	13µM*	-12%	15µM*
C[C@@H]1CN([C@H](C)CO)C(=O)c2c(c3ccccc3n2C)-c2ccccc2CO[C@H]1CN(C)S(=O)(=O)c1cn(C)cn1	-18%	·	2%
CC(C)CNC(=O)C1CCCN(C(=O)NCc2ccccc2)C1 (configuration not stated)	7%	?	13%
O=c1c2ccccc2sn1-c1ccccc1	2.9µM*	1µM*	2.6µM*
COc1cccc(CNC(=O)Cn2ncn3nc(-c4cccs4)cc3c2=O)c1OC	-19%	-7%	-21%
CSc1nnc(CNC(=O)c2c(-c3ccccc3)noc2C)n1-c1ccc(F)cc1	-15%	·	4%
COC(=O)c1ccc(CN2CCC(CO)(Cc3cccc(OC)c3)CC2)cc1	?	-8%	?
S=C1CSc2ccccc2N1	?	?	-1%
CCOC(=O)c1cn(CC(=O)Nc2ccc(C)cc2)nn1	-4%	-1%	-24%
Cc1ccsc1CCN1C(=O)N(c2ccccc2)C(=O)C1CC(=O)Nc1ccc(F)cc1 (configuration not stated)	15µM*	-12%	?
Fc1ccc(-c2csc(=Nc3cccc(C(F)(F)F)c3)n2Cc2ccc3c(c2)OCO3)cc1	13µM*	-9%	13µM*
CC(=O)c1c(C)[nH]c(C(=O)O)c1C	-12%	1%	-5%
Cc1cccc(NC(=O)NCC(c2cccnc2)N2CCOCC2)c1 (configuration not stated)	-12%	-2%	-17%

Three entries from above, with bars between the fields.
structure | DT40 TDP1 no CPT | KAT2A inh | TDP1 cell CPT
CCOC(=O)Cc1csc(NC(=O)c2c(-c3c(Cl)cccc3Cl)noc2C)n1 | -15% | -4% | -3%
COc1cccc(CNC(=O)Cn2ncn3nc(-c4cccs4)cc3c2=O)c1OC | -19% | -7% | -21%
CC1(C)Cc2cccc(OCC(=O)NCc3ccccc3F)c2O1 | -1% | -2% | 4%

Screening results: PubChem BioAssay, National Center for Advancing Translational Sciences (NCATS)
